High-throughput results from PubChem BioAssay.
INS-1E ATP HTS – protection of INS-1E cells from cytokine death, primary screen, ATP luminescence, single point; INS-1E cytokine-induced death, 48 h; normalised: neutral wells 0, positive control 100; protection from cytokine-induced ATP loss, % at 10 µM; 20,000 tested, 0.1% active;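 active = mean replicate protection from cytokine-induced ATP loss at least 50% and at least 75% of replicates each reaching 50%; inconclusive = meets only one of the two criteria, mean or replicate share; inactive = fails both the mean and replicate share criteria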
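Assay system: INS-1E rat cells / Quantity: 8000 cells per well / Medium: RPMI without phenol red, 5% FBS / Probe or stimulus: three-cytokine cocktail (IFN-γ, TNF-α, IL-1β) / Dosing: one compound concentration, pin transfer / Timing: 48 h co-treatment, 10 min post-lysis read / Technique: CellTiter-Glo luminescence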
T cruzi HTS – inhibitors of intracellular Trypanosoma cruzi, primary screen, cell-based, plate reader, single point, set 2; intracellular Trypanosoma cruzi in host cells; activity score (inhibition), % at 5.01 µM; 22,000 tested, 4.9% active; in the data active = activity score above about 55%; inconclusive = no clear call, values can overlap the other calls;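 note: parasites and compound incubated about four days before reading; 0% = median of neutral control wells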
* hit, by the source's call; ? = inconclusive; . = no result given.

The line under a structure holds: T cruzi HTS, INS-1E ATP HTS
Cc1noc(C)c1NC(=O)N(C)C[C@H]1Oc2c(NC(=O)Nc3ccc(C(F)(F)F)cc3)cccc2C(=O)N([C@@H](C)CO)C[C@@H]1C
 : 15, 1
C[C@@H]1CN([C@H](C)CO)C(=O)CCCn2cc(nn2)CO[C@@H]1CN(C)C(=O)Nc1ccnc(N2CCOCC2)c1
 : -11, .
C[C@@H]1CCCCO[C@H](CN(C)C(=O)Nc2cccc3ccccc23)[C@@H](C)CN([C@H](C)CO)C(=O)c2cc(NS(=O)(=O)c3ccccc3)ccc2O1
 : 12, 8
Cc1noc(C)c1S(=O)(=O)Nc1ccc2c(c1)C(=O)N([C@H](C)CO)C[C@H](C)[C@H](CN(C)S(C)(=O)=O)OCCCC[C@@H](C)O2
 : 5, 0
CC(C)NC(=O)N(C)C[C@H]1Oc2ccc(NC(=O)C3CCCCC3)cc2C(=O)N([C@@H](C)CO)C[C@@H]1C
 : -16, 9
C[C@H]1CN([C@@H](C)CO)C(=O)c2cccc(NC(=O)c3cnccn3)c2O[C@H]1CN(C)Cc1ccc(-c2ccccc2)cc1
 : 18, -1
COc1ccc(S(=O)(=O)Nc2cccc3c2O[C@@H](CN(C)S(=O)(=O)c2cccs2)[C@@H](C)CN([C@@H](C)CO)C3=O)cc1
 : 21, 1
C[C@H]1CN([C@@H](C)CO)C(=O)c2cccc(NS(=O)(=O)c3cccs3)c2O[C@H]1CN(C)S(=O)(=O)c1ccc(F)cc1
 : 2, 11
C[C@@H]1CN([C@@H](C)CO)C(=O)c2cc(NC(=O)C3CCCCC3)ccc2O[C@H]1CN(C)S(=O)(=O)c1ccc(F)cc1
 : -16, 1
COc1ccc(S(=O)(=O)Nc2cccc3c2O[C@H](CN(C)S(=O)(=O)c2ccc(F)cc2)[C@H](C)CN([C@@H](C)CO)C3=O)cc1
 : 0, 13
C[C@@H]1CCCCO[C@@H](CN(C)C(=O)Nc2ccc(F)cc2)[C@@H](C)CN([C@H](C)CO)C(=O)c2cc(NC(=O)Cc3ccccc3)ccc2O1
 : 16, 0
C[C@H]1CN([C@@H](C)CO)C(=O)c2cccc(NS(C)(=O)=O)c2O[C@@H]1CN(C)Cc1ccc(-c2ccccc2)cc1
 : 6, 0
Cc1ccc(S(=O)(=O)Nc2ccc3c(c2)C(=O)N([C@@H](C)CO)C[C@@H](C)[C@@H](CN(C)S(C)(=O)=O)O3)cc1
 : -21, 4
Cc1noc(C)c1NC(=O)N(C)C[C@H]1Oc2ccc(NC(=O)Nc3ccc4c(c3)OCO4)cc2C(=O)N([C@@H](C)CO)C[C@H]1C
 : -9, 8
C[C@@H]1CN([C@H](C)CO)C(=O)c2cccc(NC(=O)CCCCCC(=O)Nc3ccccc3N)c2O[C@@H]1CN(C)C
 : -43, -9
C[C@@H]1CN([C@@H](C)CO)C(=O)c2cccc(NC(=O)CCCCCC(=O)Nc3ccccc3N)c2O[C@H]1CN(C)C(=O)Nc1ccc2c(c1)OCO2
 : -6, -4
C[C@@H]1CN([C@H](C)CO)C(=O)c2cc(NS(=O)(=O)c3cn(C)cn3)ccc2O[C@H]1CN(C)S(=O)(=O)c1cccs1
 : -13, 10
C[C@@H]1CCCCO[C@@H](CN(C)C(=O)Nc2ccccc2)[C@@H](C)CN([C@H](C)CO)C(=O)c2cc(NC(=O)CCCN(C)C)ccc2O1
 : -26, 10
C[C@H](CO)N1C[C@H](C)[C@H](CN(C)S(=O)(=O)c2ccc(C#N)cc2)Oc2ncc(-c3ccc(F)cc3)cc2C1=O
 : 24, .
CNC[C@H]1OCCCC[C@@H](C)Oc2ccc(NC(=O)c3ccncc3)cc2C(=O)N([C@H](C)CO)C[C@@H]1C
 : ., -1
C[C@@H]1CN([C@@H](C)CO)C(=O)CCCn2nncc2CO[C@@H]1CN(C)S(=O)(=O)c1cccc(C#N)c1
 : -22, 1
C[C@@H]1CN([C@@H](C)CO)C(=O)c2cc(NS(=O)(=O)c3cccs3)ccc2O[C@H]1CN(C)S(=O)(=O)c1cccs1
 : -3, .
C[C@H]1CN([C@@H](C)CO)C(=O)c2cccc(N(C)C)c2O[C@@H]1CN(C)S(C)(=O)=O
 : -19, -2
C[C@H]1CN([C@@H](C)CO)C(=O)c2cccc(NC(=O)Nc3cccc4ccccc34)c2O[C@@H]1CN(C)S(C)(=O)=O
 : 0, 13
C[C@@H]1CN([C@H](C)CO)C(=O)c2cc(NS(C)(=O)=O)ccc2O[C@H]1CN(C)C(=O)Nc1ccc2c(c1)OCO2
 : -3, 0
Cc1noc(C)c1S(=O)(=O)Nc1cccc2c1O[C@H](CN(C)Cc1ccc(C(F)(F)F)cc1)[C@H](C)CN([C@@H](C)CO)C2=O
 : -3, 11
C[C@@H]1CN([C@H](C)CO)C(=O)c2cccc(NC(=O)Nc3ccc(F)cc3)c2O[C@H]1CN(C)Cc1ccc2c(c1)OCO2
 : 3, -4
O=C(N/N=C/c1ccccc1Cl)c1ccccc1O
 : -8, -26
C[C@@H]1CN([C@@H](C)CO)C(=O)Cc2cc(NS(=O)(=O)c3ccc(F)cc3)ccc2O[C@@H]1CN(C)Cc1ccc(C(=O)Nc2ccccc2N)cc1
 : 53, 0
Cc1ccc(S(=O)(=O)Nc2cccc3c2O[C@@H](CN(C)Cc2ccc(Cl)c(Cl)c2)[C@H](C)CN([C@@H](C)CO)C3=O)cc1
 : 13, 7

Entries from the list above with a CF3 group:
The line under a structure holds: T cruzi HTS, INS-1E ATP HTS
Cc1noc(C)c1NC(=O)N(C)C[C@H]1Oc2c(NC(=O)Nc3ccc(C(F)(F)F)cc3)cccc2C(=O)N([C@@H](C)CO)C[C@@H]1C
 : 15, 1
Cc1noc(C)c1S(=O)(=O)Nc1cccc2c1O[C@H](CN(C)Cc1ccc(C(F)(F)F)cc1)[C@H](C)CN([C@@H](C)CO)C2=O
 : -3, 11

(further entries)
The line under a structure holds: T cruzi HTS, INS-1E ATP HTS
C[C@H]1CN([C@@H](C)CO)C(=O)Cc2cc(NC(=O)CCN3CCOCC3)ccc2O[C@@H]1CN(C)C(=O)Nc1ccc(F)cc1
 : -25, 1
COC(=O)N(C)C[C@H]1OCc2cn(nn2)CCCC(=O)N([C@H](C)CO)C[C@H]1C
 : -15, .
COc1ccc(NC(=O)Nc2ccc3c(c2)CC(=O)N([C@@H](C)CO)C[C@H](C)[C@@H](CN(C)CC2CC2)O3)cc1
 : -10, 0
C[C@@H]1CN([C@@H](C)CO)C(=O)CCCn2cc(nn2)CO[C@H]1CN(C)Cc1ccc(C(=O)O)cc1
 : -2, .
C[C@H](CO)N1C[C@H](C)[C@@H](CN(C)C(=O)Nc2cccc3ccccc23)Oc2c(NC(=O)Nc3cccc4ccccc34)cccc2C1=O
 : 6, -6
C[C@@H]1CN([C@H](C)CO)C(=O)c2cc(NC(=O)Nc3cccc4ccccc34)ccc2O[C@@H]1CN(C)C(=O)Nc1ccccc1
 : -8, 2
C[C@H]1CN([C@@H](C)CO)C(=O)c2cc(NS(=O)(=O)c3ccc(F)cc3)ccc2O[C@@H]1CN(C)Cc1ccc2c(c1)OCO2
 : 54, .
C[C@H](CO)N1C[C@H](C)[C@@H](CN(C)S(=O)(=O)c2ccc3ccccc3c2)OCc2cnnn2CCCC1=O
 : -4, 6
C[C@H](CO)N1C[C@H](C)[C@H](CN(C)S(=O)(=O)c2cn(C)cn2)Oc2c(NS(=O)(=O)c3cccs3)cccc2C1=O
 : 42, 4
Cc1noc(C)c1NC(=O)Nc1cccc2c1O[C@H](CN(C)C(=O)Nc1ccccc1)[C@H](C)CN([C@@H](C)CO)C2=O
 : 2, 10
C[C@H]1CN([C@@H](C)CO)C(=O)c2cccc(NC(=O)NC3CCCCC3)c2O[C@H]1CN(C)Cc1ccncc1
 : 0, 4
Cc1noc(C)c1NC(=O)N(C)C[C@H]1Oc2ccc(NS(=O)(=O)c3ccc(F)cc3)cc2CC(=O)N([C@@H](C)CO)C[C@@H]1C
 : -23, 1
Cc1noc(C)c1S(=O)(=O)N(C)C[C@@H]1Oc2ccc(NC(=O)NC(C)C)cc2CC(=O)N([C@@H](C)CO)C[C@@H]1C
 : 2, -12
C[C@H](CO)N1C[C@H](C)[C@H](CN(C)C(=O)Nc2cccc3ccccc23)Oc2ccc(NS(=O)(=O)c3ccc(F)cc3)cc2C1=O
 : -6, .
C[C@H](CO)N1C[C@H](C)[C@H](CN(C)S(=O)(=O)c2ccccc2)Oc2ncc(-c3cccc(C(F)(F)F)c3)cc2C1=O
 : 52, .
Cc1noc(C)c1S(=O)(=O)N(C)C[C@@H]1Oc2c(NC(=O)c3ccc(-c4nccs4)cc3)cccc2C(=O)N([C@H](C)CO)C[C@@H]1C
 : 4, 4
C[C@@H]1CCCCO[C@@H](CN(C)C(=O)Nc2cccc3ccccc23)[C@@H](C)CN([C@H](C)CO)C(=O)c2cc(NS(=O)(=O)c3cccs3)ccc2O1
 : 6, 4
C[C@H](CO)N1C[C@H](C)[C@@H](CN(C)Cc2ccc3c(c2)OCO3)Oc2ccc(NC(=O)C3CC3)cc2C1=O
 : 14, -8
C[C@H]1CN([C@@H](C)CO)C(=O)c2cccc(NC(=O)C3CCOCC3)c2O[C@@H]1CN(C)Cc1ccncc1
 : -7, 5
C[C@H](CO)N1C[C@H](C)[C@@H](CN(C)Cc2ccc(Oc3ccccc3)cc2)Oc2ccc(N(C)C)cc2C1=O
 : 71*, -10
C[C@@H]1CN([C@H](C)CO)C(=O)c2cc(NC(=O)CCN3CCOCC3)ccc2O[C@@H]1CN(C)S(=O)(=O)c1cn(C)cn1
 : -4, 0
Cc1noc(C)c1NC(=O)Nc1ccc2c(c1)C(=O)N([C@H](C)CO)C[C@H](C)[C@@H](CN(C)S(C)(=O)=O)O2
 : -12, 5
C[C@@H]1CN([C@H](C)CO)C(=O)Cc2cc(NC(=O)Cc3ccccc3)ccc2O[C@H]1CN(C)Cc1ccc(C(F)(F)F)cc1
 : 70*, -5
C[C@H]1CN([C@@H](C)CO)C(=O)c2cccc(NC(=O)Nc3ccc(C(F)(F)F)cc3)c2O[C@@H]1CN(C)Cc1ccc(C(F)(F)F)cc1
 : 35, -109
Cc1noc(C)c1NC(=O)N(C)C[C@@H]1Oc2ccc(NC(=O)NC(C)C)cc2CC(=O)N([C@@H](C)CO)C[C@@H]1C
 : -15, 5
C[C@H]1CN([C@@H](C)CO)C(=O)c2cc(NC(=O)Nc3ccc4c(c3)OCO4)ccc2O[C@@H]1CN(C)CC1CCCCC1
 : 9, -6
Cc1noc(C)c1S(=O)(=O)Nc1cccc2c1O[C@@H](CN(C)S(C)(=O)=O)[C@@H](C)CN([C@H](C)CO)C2=O
 : -27, 5
C[C@H](CO)N1C[C@H](C)[C@H](CN(C)S(=O)(=O)c2cccc(F)c2)Oc2ncc(-c3ccccc3)cc2C1=O
 : 19, .
C[C@@H]1CN([C@@H](C)CO)C(=O)c2cccc(NC(=O)c3ccncc3)c2O[C@@H]1CN(C)S(=O)(=O)c1ccccc1
 : 33, 15
CC(C)NC(=O)Nc1cccc2c1O[C@H](CN(C)Cc1ccc3c(c1)OCO3)[C@@H](C)CN([C@@H](C)CO)C2=O
 : -11, 3

Single records, from the list above. Order of values: T cruzi HTS	INS-1E ATP HTS
Cc1noc(C)c1S(=O)(=O)Nc1cccc2c1O[C@@H](CN(C)S(C)(=O)=O)[C@@H](C)CN([C@H](C)CO)C2=O in the list: -27	5
Cc1ccc(S(=O)(=O)Nc2ccc3c(c2)C(=O)N([C@@H](C)CO)C[C@@H](C)[C@@H](CN(C)S(C)(=O)=O)O3)cc1 in the list: -21	4
Cc1noc(C)c1NC(=O)N(C)C[C@H]1Oc2ccc(NC(=O)Nc3ccc4c(c3)OCO4)cc2C(=O)N([C@@H](C)CO)C[C@H]1C in the list: -9	8

Going on with the list.
The line under a structure holds: T cruzi HTS, INS-1E ATP HTS
CNC[C@@H]1OCc2cn(nn2)CCCC(=O)N([C@@H](C)CO)C[C@H]1C
 : -14, .
C[C@H](CO)N1C[C@H](C)[C@H](CN(C)Cc2ccc(Cl)c(Cl)c2)Oc2c(NS(=O)(=O)c3ccccc3)cccc2C1=O
 : -37, -23
C[C@H]1CN([C@@H](C)CO)C(=O)c2cc(NS(=O)(=O)c3ccc(Cl)cc3)ccc2O[C@@H]1CN(C)Cc1ccc2c(c1)OCO2
 : ?, -26
COc1ccc(CN(C)C[C@H]2Oc3ccc(NC(=O)Nc4ccc(C(F)(F)F)cc4)cc3CC(=O)N([C@@H](C)CO)C[C@H]2C)cc1
 : 68*, -26
C[C@@H]1CN([C@@H](C)CO)C(=O)Cc2cc(NC(=O)C3CCCCC3)ccc2O[C@@H]1CN(C)C(=O)Nc1cccc2ccccc12
 : 4, 0
C[C@@H]1CN([C@@H](C)CO)C(=O)Cc2cc(NC(=O)Nc3ccc(F)cc3)ccc2O[C@@H]1CN(C)C(=O)Nc1cccc2ccccc12
 : -8, -3
C[C@H]1CN([C@@H](C)CO)C(=O)Cc2cc(NS(=O)(=O)c3cn(C)cn3)ccc2O[C@@H]1CN(C)Cc1ccccc1
 : -12, -10
CC(C)NC(=O)Nc1ccc2c(c1)CC(=O)N([C@@H](C)CO)C[C@H](C)[C@@H](CN(C)Cc1ccc3c(c1)OCO3)O2
 : 8, 5
C[C@H]1CN([C@@H](C)CO)C(=O)c2cccc(NC(=O)Nc3ccc(F)cc3)c2O[C@@H]1CN(C)C(=O)Nc1ccc2c(c1)OCO2
 : -4, 5
C[C@@H]1CN([C@H](C)CO)C(=O)Cc2cc(NC(=O)CCC(F)(F)F)ccc2O[C@H]1CN(C)S(C)(=O)=O
 : -22, 11
C[C@H](CO)N1C[C@H](C)[C@@H](CN(C)CC2CCCCC2)Oc2c(NS(=O)(=O)c3ccccc3)cccc2C1=O
 : -10, 8
